M5 PAM – positive allosteric modulators of human muscarinic M5 receptor; P08912; CHO-K1 hM5, Fluo-8 calcium, ACh EC20 PAM; 0% = ACh EC20, 100% = ACh EC100; activation, % at 3 µM; 360,000 compounds, 0.3% hits; AID 624038;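 active means activation above the run cutoff, the mean activation of all test compounds plus 3 SD, cut at about 18% in these data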
Target sequence (P08912 whole entry, looked up): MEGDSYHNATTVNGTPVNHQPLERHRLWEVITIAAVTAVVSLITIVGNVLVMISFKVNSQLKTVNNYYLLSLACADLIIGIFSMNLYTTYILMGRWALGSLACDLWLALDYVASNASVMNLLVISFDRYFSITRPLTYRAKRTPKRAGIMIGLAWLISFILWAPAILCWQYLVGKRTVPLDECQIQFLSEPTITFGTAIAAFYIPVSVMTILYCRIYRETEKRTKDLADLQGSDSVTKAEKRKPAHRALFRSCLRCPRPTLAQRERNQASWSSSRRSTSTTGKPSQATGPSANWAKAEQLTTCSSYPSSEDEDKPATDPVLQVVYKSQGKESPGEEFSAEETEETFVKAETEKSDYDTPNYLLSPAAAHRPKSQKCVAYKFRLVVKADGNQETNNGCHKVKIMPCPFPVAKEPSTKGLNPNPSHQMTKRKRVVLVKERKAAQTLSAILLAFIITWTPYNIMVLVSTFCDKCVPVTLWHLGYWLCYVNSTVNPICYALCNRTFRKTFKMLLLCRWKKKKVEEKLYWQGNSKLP
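Assay system: CHO-K1 hM5 cells / Incubation: Fluo-8 loading 80 min at 37 °C plus 30 min room temperature / Technique: Fluo-8 calcium dye fluorescence, kinetic read / Repeats: single replicate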
M5 ag – CHRM5 agonism in calcium assay; 360,000 compounds, 0.19% hits; P08912; activation, % at 3 µM; AID 624037; CHO-K1 hM5 cells, Fluo-8 calcium fluorescence; 0% DMSO wells, 100% maximal acetylcholine response;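 active means activation above the run's mean over test compounds plus 3 SD, cut at about 23% in these data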;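 further: signal is peak over basal fluorescence ratio across the kinetic read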
CRFR2-BP ag – CRF-BP/CRF-R2 complex agonism | AID 588473 | HEK293 CRF-R2/CRF-BP, calcium dye fluorescence (FLIPR); percent of saturating CRF peptide response | 350,000 compounds, 0.46% hits | activation, % at 13.2 µM;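 active means activation of at least 50%, plus an integration ratio under a set limit after plate pattern correction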;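 further: plate controls were neutral control wells without compound for no effect and CRF at EC100 for full effect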
M4 antag – CHRM4 antagonism in calcium assay; P08173; CHO-hM4 cells, ACh EC80, Fluo-8 calcium fluorescence; inhibition, % at 3 µM; 360,000 compounds, 0.73% hits;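 active means inhibition above its plate's cutoff, the mean inhibition of sample wells plus 3 SD, cut at about 27% in these data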;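 further: 0% = acetylcholine EC80 with DMSO and 100% = DMSO without agonist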
M1 PAM – human CHRM1 positive allosteric modulation; P11229; CHO-K1 hM1, Fluo-8 calcium fluorescence, ACh EC20; 0% = ACh EC20, 100% = maximal ACh; activation, % at 3 µM; 360,000 compounds, 0.088% hits; in the data active means activation above about 19%, passing the limit was not always enough
Target sequence (P11229 whole entry, looked up): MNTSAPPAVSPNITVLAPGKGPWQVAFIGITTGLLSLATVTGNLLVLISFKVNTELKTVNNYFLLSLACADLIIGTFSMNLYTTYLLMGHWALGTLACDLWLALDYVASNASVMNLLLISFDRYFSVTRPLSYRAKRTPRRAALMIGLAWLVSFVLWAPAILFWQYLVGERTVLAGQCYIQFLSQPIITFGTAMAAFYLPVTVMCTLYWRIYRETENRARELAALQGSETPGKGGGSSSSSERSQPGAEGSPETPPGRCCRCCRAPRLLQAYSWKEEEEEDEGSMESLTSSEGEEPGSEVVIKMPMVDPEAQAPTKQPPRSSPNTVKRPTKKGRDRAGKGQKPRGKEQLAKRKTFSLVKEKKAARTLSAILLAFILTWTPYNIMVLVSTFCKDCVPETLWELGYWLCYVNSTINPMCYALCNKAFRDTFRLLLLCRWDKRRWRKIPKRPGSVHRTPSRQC
M1 antag – blocks human M1 muscarinic receptor. AID 588852. inhibition, % at 3 µM. 360,000 compounds, 1.3% hits. CHO-K1 hM1, Fluo-8 calcium fluorescence, ACh EC80 antagonist;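 active means percent inhibition above its own plate's cutoff, namely the mean of that plate's compound wells plus 3 SD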;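 further: peak over basal fluorescence ratio during 140 s after agonist addition; 0% = ACh EC80 plus DMSO and 100% = DMSO alone without agonist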
CHRM4 PAM – CHRM4 positive allosteric modulation; 360,000 compounds, 0.4% hits; activation, % at 3 µM; AID 624126; P08173; CHO-K1 hM4/Gqi5, Fluo-8 calcium fluorescence, ACh EC20; 0% = ACh EC20, 100% = maximal ACh;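 active means activation above its plate's cutoff, the mean activation of sample wells plus 3 SD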; further: some results filed as inactive read as strong as hits
CHRM5 antagonist – blocks acetylcholine activation of human M5 receptor. P08912. CHO-hM5 cells, Fluo-8 calcium fluorescence, ACh EC80. inhibition, % at 3 µM. 360,000 compounds, 0.59% hits. AID 624040;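 active means inhibition above a per-plate cutoff, the mean of that plate's test compounds plus 3 SD, cut at about 27% in these data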;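 further: 0% = acetylcholine EC80 with DMSO and 100% = DMSO without agonist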
CHRM4 agonist – CHRM4 agonism in calcium assay; activation, % at 3 µM; P08173; CHO-K1 hM4/Gqi5, Fluo-8 calcium fluorescence; vehicle 0%, full acetylcholine response 100%; 360,000 compounds, 0.14% hits;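 active means activation above the run mean over all test wells plus 3 SD, cut at about 32% in these data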;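 further: peak over basal fluorescence ratio per well then scaled between controls; 0% = DMSO wells and 100% = acetylcholine at EC100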
* = called active by the depositor; · = no result given.

SMILES | M5 PAM | M5 ag | CRFR2-BP ag | M4 antag | M1 PAM | M1 antag | CHRM4 PAM | CHRM5 antagonist | CHRM4 agonist
COc1ccc(NC(=O)CN2CCC(C)CC2)c([N+](=O)[O-])c1 | 1 | -1 | -0.8 | -1 | 5 | -12 | 11 | 8 | -2
O=C(/C=N/O)Nc1ccc(F)cc1 | -1 | 0 | -1.6 | -3 | 2 | -18 | 11 | -3 | 1
CCOC(=O)N1CCN(C(=O)CSCC(=O)N=c2sc3ccccc3n2C)CC1 | -5 | 1 | 0.0 | 8 | -6 | 11 | -8 | 2 | 1
O=c1[nH]ccc2c([N+](=O)[O-])cccc12 | 0 | 0 | 1.8 | 0 | 4 | -4 | -2 | 8 | 1
Cc1cc(C)c(C(=O)CSc2nc(C)cc(=O)[nH]2)c(C)c1 | 11 | 2 | 5.0 | -18 | 11 | -30 | 5 | -12 | -1
O=C(Nc1ccc(Br)cc1F)c1sccc1-n1cccc1 | -4 | 3 | 1.3 | -5 | -1 | 4 | -5 | -4 | 0
COc1cccc(NC(=O)CN(C)C(=O)c2ccccc2CCc2ccccc2)c1 | -1 | 0 | 0.8 | -10 | -9 | -5 | 2 | 0 | 13
COc1ccc(Cl)cc1NC(=O)CSc1nnc(CN2CCOCC2)n1-c1ccc(Cl)cc1 | 2 | 5 | 11 | 1 | 4 | 9 | -8 | -1 | 5
CCOC(=O)N1CCN(c2c(N3CCOCC3)c(=O)c2=O)CC1 | 0 | 2 | -1.7 | -12 | 13 | -26 | 5 | 3 | 1
C=C(C)Cn1c(SCC(=O)N/N=C/c2cccc(O)c2)nc2ccccc2c1=O | -4 | 3 | 3.1 | -2 | 2 | -10 | 1 | 9 | 3
CCN1CCN(c2cc(C)c3cc(NC(=S)N4CCC5(CC4)OCCO5)ccc3n2)CC1 | 5 | -2 | -1.7 | -5 | 4 | -6 | -4 | -5 | 1
CCOc1ccc(S(=O)(=O)N2CCN(C(=O)c3cccn3C)CC2)cc1 | -3 | -2 | -1.0 | 7 | 0 | -23 | -6 | -1 | 2
O=C(CSc1ccccc1)N1CCN(S(=O)(=O)c2cccs2)CC1 | -3 | -4 | 0.7 | -13 | 18 | -12 | 1 | 8 | 3
Cc1ccccc1N(C)S(=O)(=O)c1nnc(NC(=O)c2ccccc2F)s1 | -4 | 1 | -0.9 | -6 | -5 | 4 | -1 | -4 | 10
CC1(C(=O)Nc2cccc3ccccc23)CC1(Br)Br (centres undefined) | -29 | -10 | -6.1 | 16 | -8 | 16 | -45 | 31* | 10
CCC1(c2ccc(C)cc2)NC(=O)N(C(C)C(=O)Nc2ccc(N3CCOCC3)cc2)C1=O (centres undefined) | -4 | 4 | 2.7 | 3 | 4 | 1 | 8 | 10 | 3
CC(=O)CSc1nc(-c2ccccc2)c(-c2ccccc2)o1 | 1 | 1 | 1.3 | 3 | -4 | 1 | -1 | -12 | -1
O=C1CC(C(=O)Nc2ccccc2)C2(CCCC2)O1 (centres undefined) | -4 | 4 | -0.6 | -4 | 8 | -3 | 3 | 6 | 0
c1ccc(C2CC(c3ccccc3)n3ncnc3N2)cc1 (centres undefined) | -6 | 0 | 0.9 | -1 | 5 | 0 | -1 | 5 | 0
CC(C)CCNC(=O)CSc1nc2ccsc2c(=O)n1NC(=O)c1ccccc1 | 3 | 0 | -2.4 | -6 | 9 | -11 | 5 | -12 | 0
COc1cccc(C=NN(C)c2c([N+](=O)[O-])cc(C(F)(F)F)cc2[N+](=O)[O-])c1O | -1 | 2 | · | 22 | -8 | 16 | -9 | -5 | 0
CC1Cc2nc(SCC(=O)NCC3CCCO3)n(-c3ccccc3)c(=O)c2S1 (centres undefined) | 0 | 1 | 0.8 | -14 | 2 | -10 | 1 | -3 | 1
O=C(O)C1C2C=CC(O2)C1C(=O)Nc1ccccn1 (centres undefined) | 0 | 3 | 4.2 | 6 | 6 | -17 | 0 | -8 | 1
CN(/N=C/c1ccncc1)C1=NCCN1 | -7 | -3 | 1.3 | -8 | 2 | -2 | -1 | 4 | 0
COc1ccc(CNC(=O)C2CCCN(S(=O)(=O)N3CCC(C)CC3)C2)c(OC)c1 (centres undefined) | 9 | -3 | -4.1 | -17 | 9 | -14 | 12 | -1 | 2
SMILES | M5 PAM | M5 ag | CRFR2-BP ag | M4 antag | M1 PAM | M1 antag | CHRM4 PAM | CHRM5 antagonist | CHRM4 agonist
CC(=O)C1=C(C)OC(N)=C(C#N)C1c1cc2cc(C)c(C)cc2nc1Cl (centres undefined) | 6 | 4 | -2.1 | 8 | 10 | 1 | 13 | -11 | -1
O=C(O)c1ccccc1-c1ccccc1C(=O)Nc1ccccc1Br | 2 | -1 | 1.3 | 6 | 21 | -10 | 3 | 11 | 0
CS(=O)(=O)c1ccc(-c2csc(-c3cccnc3)n2)cc1 | -6 | -1 | 0.4 | 2 | 8 | -5 | -2 | 7 | 3
O=S(=O)(c1ccc(F)cc1)N1CCCC(CO)C1 (centres undefined) | 13 | 0 | -1.7 | -3 | 9 | 1 | 13 | -12 | 1
CCN(c1ccccc1)S(=O)(=O)c1cccc(C(=O)NCC(c2ccco2)N2CCCCC2)c1 (centres undefined) | 1 | -9 | 1.1 | 4 | -2 | 10 | -4 | 2 | 2
CC(=O)c1cccc(NC(=S)NC(=O)CC(C)(C)C)c1 | 0 | 1 | -1.1 | -3 | -1 | 3 | 0 | 0 | 1
C[C@H](CO)N1C[C@H](C)[C@@H](CN(C)S(=O)(=O)c2ccc(Cl)cc2)Oc2ccc(NS(=O)(=O)c3ccccc3)cc2CC1=O | 2 | -4 | 4.0 | -15 | 2 | 7 | 9 | 10 | 3
Cc1ccc(N(CC(=O)NCc2ccc3c(c2)OCO3)C(=O)CCC(=O)Nc2ccccn2)cc1 | 12 | -1 | -1.5 | -5 | 24 | -22 | 1 | -11 | 0
O=C(O)CN1C(c2ccccc2)=Nc2ccc(Br)cc2C1c1ccccc1 (centres undefined) | 1 | -4 | -2.1 | -3 | 13 | -6 | 5 | 2 | 0
CCCCNC(=O)COc1ccccc1C(=O)c1cc(C#N)c(=O)n(CCOC)c1 | -1 | -1 | 2.1 | -3 | 10 | -8 | -3 | -3 | 1
CC1(C(=O)NS(=O)(=O)Cc2ccccc2)CCN1C(=O)C/C=C/c1ccccc1 (centres undefined) | -3 | 1 | · | -8 | 0 | -6 | -1 | -4 | 1
C[N+]1(C2CCC3CCCC2C3O)CCCCC1 (centres undefined) | 2 | -7 | 0.6 | -2 | 2 | -3 | -1 | -11 | 0
CC(=O)N/C(=C\c1ccccc1)C(=O)OC(C)C(=O)Nc1ccccc1F (centres undefined) | -7 | -1 | -0.6 | 13 | 0 | 0 | -3 | 4 | 1
CC(=O)c1cccc(NC(=O)C2=CN3CCS(=O)(=O)N=C3C=C2)c1 | 1 | 1 | -0.2 | -8 | 3 | 7 | 2 | 0 | 1
CCN=C1S/C(=C/c2ccc(-c3ccc(F)cc3)o2)C(=O)N1CC | -3 | 1 | 0.5 | -16 | 5 | -7 | 0 | 7 | 15
OC1(c2cccc(C(F)(F)F)c2)CCN(Cc2nnnn2CCc2ccccc2)CC1 | -6 | -4 | -0.5 | -10 | -6 | -27 | 14 | 2 | 2
Cn1cc(/C=C2\SC(=S)N(NC(=O)c3ccccc3)C2=O)c2ccccc21 | -5 | 1 | 72* | 2 | 0 | 2 | 5 | -1 | 4
CCCCC(=O)Nc1ccc(C(=O)N2CCN(C)CC2)cc1 | 4 | -4 | 0.3 | 7 | 5 | -6 | -6 | -1 | 0
COc1cccc(-c2cc(CNC(=O)[C@H]3O[C@@H](n4ccc(=O)[nH]c4=O)[C@H](O)[C@@H]3O)no2)c1 | 5 | 0 | · | -4 | 4 | -26 | 4 | 3 | 1
CCOc1ccc(C(C)=O)cc1CC(C(N)=O)C(N)=O | 1 | -2 | -2.4 | 14 | 0 | 1 | 7 | -4 | 0
O=C(NNC(=S)NCc1ccccc1)c1ccc2c(c1)OCO2 | -3 | 2 | 0.1 | -7 | 1 | 2 | 7 | -2 | 1
Cc1ccc2oc(=O)c3cnn(CC(=O)N4CCN(c5ccccc5)CC4)c3c2c1 | -9 | 2 | -1.4 | -24 | 0 | -6 | 3 | -3 | 6
COc1cc(Cl)ccc1S(=O)(=O)n1nc(C)cc1C | 1 | -5 | 0.5 | 6 | 14 | -18 | 5 | 1 | 0
Cc1cc(S(=O)(=O)NC2CCCCC2)ccc1OCC(=O)NCc1cccnc1 | -1 | 0 | 7.1 | 2 | 1 | -2 | -2 | -3 | 2
COc1ccc(-c2nnc(NC(=O)c3c(OC)cccc3OC)s2)cc1 | -1 | 1 | -1.6 | -4 | 11 | -12 | 2 | 4 | 2
CC(C)C(=O)Nc1ccc2c(c1)nc(CCN1CCN(C)CC1)n2C | -5 | -1 | 0.6 | 12 | -3 | -1 | -6 | 11 | 0

No new results follow: twelve of the compounds above.
SMILES | M5 PAM | M5 ag | CRFR2-BP ag | M4 antag | M1 PAM | M1 antag | CHRM4 PAM | CHRM5 antagonist | CHRM4 agonist
Cc1cc(C)c(C(=O)CSc2nc(C)cc(=O)[nH]2)c(C)c1 | 11 | 2 | 5.0 | -18 | 11 | -30 | 5 | -12 | -1
O=C(Nc1ccc(Br)cc1F)c1sccc1-n1cccc1 | -4 | 3 | 1.3 | -5 | -1 | 4 | -5 | -4 | 0
COc1cccc(NC(=O)CN(C)C(=O)c2ccccc2CCc2ccccc2)c1 | -1 | 0 | 0.8 | -10 | -9 | -5 | 2 | 0 | 13
COc1ccc(Cl)cc1NC(=O)CSc1nnc(CN2CCOCC2)n1-c1ccc(Cl)cc1 | 2 | 5 | 11 | 1 | 4 | 9 | -8 | -1 | 5
CCOC(=O)N1CCN(c2c(N3CCOCC3)c(=O)c2=O)CC1 | 0 | 2 | -1.7 | -12 | 13 | -26 | 5 | 3 | 1
C=C(C)Cn1c(SCC(=O)N/N=C/c2cccc(O)c2)nc2ccccc2c1=O | -4 | 3 | 3.1 | -2 | 2 | -10 | 1 | 9 | 3
CCN1CCN(c2cc(C)c3cc(NC(=S)N4CCC5(CC4)OCCO5)ccc3n2)CC1 | 5 | -2 | -1.7 | -5 | 4 | -6 | -4 | -5 | 1
CCOc1ccc(S(=O)(=O)N2CCN(C(=O)c3cccn3C)CC2)cc1 | -3 | -2 | -1.0 | 7 | 0 | -23 | -6 | -1 | 2
O=C(CSc1ccccc1)N1CCN(S(=O)(=O)c2cccs2)CC1 | -3 | -4 | 0.7 | -13 | 18 | -12 | 1 | 8 | 3
Cc1ccccc1N(C)S(=O)(=O)c1nnc(NC(=O)c2ccccc2F)s1 | -4 | 1 | -0.9 | -6 | -5 | 4 | -1 | -4 | 10
CC1(C(=O)Nc2cccc3ccccc23)CC1(Br)Br (centres undefined) | -29 | -10 | -6.1 | 16 | -8 | 16 | -45 | 31* | 10
CCC1(c2ccc(C)cc2)NC(=O)N(C(C)C(=O)Nc2ccc(N3CCOCC3)cc2)C1=O (centres undefined) | -4 | 4 | 2.7 | 3 | 4 | 1 | 8 | 10 | 3
